Source: PubChem BioAssay
HKDC1 inh: HKDC1 (human) hexokinase inhibition; actives 0.16% (n = 340,000); recombinant HKDC1, G6PDH/diaphorase resazurin coupled fluorescence; inhibition, % at 20 µM; Q2TB90; AID 493160;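 active means inhibition above about 35% when tested at 20 µM, limit read from the data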;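 further: plate controls were DMSO wells with enzyme for no effect and DMSO wells lacking enzyme for full effect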
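Test system: recombinant HKDC1 (HK5) hexokinase enzyme, produced in-house; Amount: enzyme 5 µg/mL final; Buffer or medium: Tris pH 8.0 buffer with MgCl2, Tween-20, BSA, BME; Reagent: glucose and ATP substrates; Doses: 20 µM test compound, 1% DMSO; Incubation: 90 min reaction incubation at room temperature, dark; Detection: resorufin fluorescence at 613 nm.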
SENP6 inh: inhibitors of human SENP6 protease. actives 1.8% (n = 330,000). Recombinant SENP6 catalytic domain, aminoluciferin luminescence. Q9GZR1. AID 2599. inhibition, % at 10 µM;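 active means inhibition above about 50% at the single tested dose, limit read from the data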;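 further: plate controls were DMSO wells with enzyme for no effect and DMSO wells lacking enzyme for full effect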
Target sequence (Q9GZR1 628-1112 limits assumed): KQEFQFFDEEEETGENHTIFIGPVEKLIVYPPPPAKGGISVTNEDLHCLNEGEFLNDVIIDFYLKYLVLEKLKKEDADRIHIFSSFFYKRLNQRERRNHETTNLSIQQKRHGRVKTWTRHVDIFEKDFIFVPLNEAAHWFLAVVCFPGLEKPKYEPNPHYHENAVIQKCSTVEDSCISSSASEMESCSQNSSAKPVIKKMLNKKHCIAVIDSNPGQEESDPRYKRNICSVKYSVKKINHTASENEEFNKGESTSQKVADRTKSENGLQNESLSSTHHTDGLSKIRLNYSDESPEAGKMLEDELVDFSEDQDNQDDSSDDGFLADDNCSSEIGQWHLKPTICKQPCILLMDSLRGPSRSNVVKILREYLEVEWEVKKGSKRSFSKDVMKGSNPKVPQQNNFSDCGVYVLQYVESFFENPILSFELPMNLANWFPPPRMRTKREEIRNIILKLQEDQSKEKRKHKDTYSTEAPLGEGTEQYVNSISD
PfG6PD inh: PfG6PD (Plasmodium falciparum) enzyme inhibition | AID 504690 | inhibition, % at 20 µM | actives 0.78% (n = 350,000) | PfGluPho enzyme, NADPH resazurin-diaphorase fluorescence;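 active means inhibition reaching at least a set limit at 20 µM in the primary screen, cut at about 59% in these data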;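 further: 0% = DMSO wells with substrate and 100% = DMSO wells lacking glucose-6-phosphate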
MPTP inh: blocks calcium-induced mitochondrial swelling | actives 1.4% (n = 360,000) | inhibition, % at 10 µM | isolated mouse mitochondria, Ca2+ swelling absorbance, 30 min;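 active means inhibition of 50% or more, scaled per plate between neutral and stimulator controls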;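 further: 0% = DMSO wells given calcium and 100% = 1 mM EGTA wells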
ATG4B inhibitor: inhibitors of human ATG4B cysteine protease; Q9Y4P1; ATG4B cleavage of LC3-PLA2, NBD-HPC fluorescence, 1 h; inhibition, % at 8.33 µM; actives 0.51% (n = 340,000); in the data active means inhibition above about 40%
SENP7 inh: SENP7 protease inhibition | Q9BQF6 | recombinant SENP7, Z-RLRGG-aminoluciferin luminescence, 40 min | inhibition, % at 5 µM | actives 1.5% (n = 330,000) | AID 434973;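 active means inhibition above about 50% at the single test dose, limit read from the data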;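 further: plate controls were DMSO with enzyme for no effect and no enzyme buffer wells for full effect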
Target sequence (Q9BQF6 706-1050 limits assumed): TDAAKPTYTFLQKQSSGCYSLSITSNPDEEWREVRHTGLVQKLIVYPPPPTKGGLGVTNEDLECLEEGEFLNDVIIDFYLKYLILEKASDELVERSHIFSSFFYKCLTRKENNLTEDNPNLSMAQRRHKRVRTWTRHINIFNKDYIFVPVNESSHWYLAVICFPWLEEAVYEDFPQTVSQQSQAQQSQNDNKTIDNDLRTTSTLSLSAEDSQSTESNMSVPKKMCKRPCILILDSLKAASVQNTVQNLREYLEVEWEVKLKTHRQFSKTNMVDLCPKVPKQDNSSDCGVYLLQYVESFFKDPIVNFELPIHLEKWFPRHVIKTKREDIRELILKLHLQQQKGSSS
NR3A LBD binder: NR3A (human) ligand-binding domain modulation | actives 2.5% (n = 340,000) | NR3A LBD differential scanning fluorimetry, Tm shift; 0% = protein alone, 100% = glycine-bound protein | Tm shift relative to glycine control, % at 25 µM;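 active means melting temperature shift of at least 10% of the positive control shift, at one fixed dose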
SENP8 block: SENP8 (human) protease inhibition. actives 0.64% (n = 360,000). recombinant SENP8, Nedd8 substrate fluorescence. inhibition, % at 20 µM. Q96LD8; in the data active means inhibition mostly above about 40%, no sharp cut-off; inactive means mostly below about 27%
Target sequence (Q96LD8 whole entry, looked up): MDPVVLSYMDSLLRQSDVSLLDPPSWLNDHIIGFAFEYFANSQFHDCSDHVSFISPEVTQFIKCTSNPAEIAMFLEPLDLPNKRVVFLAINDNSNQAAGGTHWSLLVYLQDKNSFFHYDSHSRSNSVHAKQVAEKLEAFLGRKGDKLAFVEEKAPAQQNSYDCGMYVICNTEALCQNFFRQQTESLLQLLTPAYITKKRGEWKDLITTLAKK
* = called active by the depositor; nt = no result given; & = joins results of further samples.

Structure	HKDC1 inh	SENP6 inh	PfG6PD inh	MPTP inh	ATG4B inhibitor	SENP7 inh	NR3A LBD binder	SENP8 block
CC1CC(C)CN(C(=O)COC(=O)c2cc([N+](=O)[O-])ccc2N2CCOCC2)C1 (configuration not stated)	-4	-20	29	-0.9	4	4	1	14
O=C(O)C(Cc1cn[nH]n1)=NO	-3	2	-14	0.4	11	-7	5	16
Cc1ccc(S(=O)(=O)NCC(=O)N2CCCCC2)cc1	3	3	-12	0.1	3	2	0	15
COc1ccccc1NC(=O)CCN1C(=O)C2C3CCC(C3)C2C1=O (configuration not stated)	-3	1	9	-1.7	-7	1	1	5
CCc1cc2c(NCCN3CCCCC3)ncnc2s1	-1	15	8	0.1	-6	10	-1	-6
COc1ccc(NC(=O)CN(C)C(=O)c2ccc(NC3CC3)c([N+](=O)[O-])c2)cc1	1	-11	-14	0.5	9	-15	1	34
CC(C)NC(=O)C1(c2ccccc2)CCOCC1	-9	6	-18	-0.7	2	3	0	33
O=C(COc1ncnc2ccccc12)NCC1CCCO1 (configuration not stated)	-10	11	-2	-1.3	6	-1	2	1
CC1CCCC(C)N1/N=C/c1ccc(N(C)C)cc1 (configuration not stated)	2	-3	0	4.3	-5	2	0	-16
CCC1SC2=NCCN2C1(O)c1ccc(Cl)cc1 (configuration not stated)	10	-16	0	-1.1	-1	10	-2	6
Cc1ccc(C(=O)C2CCN(CC(=O)Nc3ccc(N(C)C)cc3)CC2)cc1	-5	7	10	-0.8	-5	4	2	18
O=C(NCCCNC(=O)c1ccccc1)c1ccccc1	-9	-13	-5	1.4	11	-5	2	23
COc1ccc([C@H]2CC(=O)C=C(c3cc(C)ccc3OC)C2)cc1	1	6	0	-2.5	4	1	-1	-94
O=S(Cc1cc(Oc2ccccc2)nc(-c2ccccc2)n1)c1ccccc1 (configuration not stated)	-1	-10	12	-2.9	11	-2	3	14
COc1ccc(S(=O)(=O)N2CCOC2CNC(=O)C(=O)NCCCN2CCOCC2)cc1 (configuration not stated)	-5	-2	-5	-0.1	-4	-2	2	2
O=C(CN1C(=O)NC2(CCCC2)C1=O)Nc1ccc(F)cc1	-2	-3	-8	1.2	-2	-1	-2	10
Cc1cc(NC(=O)COn2nnc3ccc(S(C)(=O)=O)cc32)ccc1Br	-2	-24	3	14	-10	-2	0	4
COc1cc2[nH]c(=S)nc(NCCc3ccc(C)cc3)c2cc1OC	-7	nt	8	4.8	-5	nt	1	2
Cc1cccc(CN2CCN(Cc3cnn(-c4ccccc4F)c3)CC2CCO)n1 (configuration not stated)	-3	-14	-12	1.3	-3	5	0	-2
COc1cccc(C(=O)NCCCc2ccccc2)c1OC	-4	nt	-5	-0.4	7	nt	1	12
CC(On1c(-c2ccccc2)nc2ccc(Cl)cc21)C(=O)O (configuration not stated)	-6	-14	-1	-0.3	-2	10	4	12
CCOC(=O)CC(NC(=O)C1c2ccccc2Oc2ccccc21)c1ccc(C)cc1 (configuration not stated)	-7	6	-1	23	-1	5	2	11
COc1ccc(-c2csc(NC(=O)C3CSC4(C)CCC(=O)N34)n2)c(OC)c1 (configuration not stated)	2	-13	14	-1.0	-3	-2	2	0
CCN(C(=O)COC(=O)c1cc2c(s1)CCC(C)C2)c1c(N)n(Cc2ccccc2)c(=O)[nH]c1=O (configuration not stated)	8	nt	4	-0.1	-14	nt	-3	-18

The listing continues.
Order of results: HKDC1 inh | SENP6 inh | PfG6PD inh | MPTP inh | ATG4B inhibitor | SENP7 inh | NR3A LBD binder | SENP8 block
CC(=O)N1c2ccc(S(=O)(=O)N3CCC(C(=O)Nc4ccc(F)cc4)CC3)cc2CC1C (configuration not stated)
    0 | 3 | 1 | -0.9 | 1 | 11 | -3 | -2
CN(CCO)c1cc(Sc2nc3ccccc3s2)c2nonc2c1[N+](=O)[O-]
    4 | 30 | 88* | 3.0 | 0 | -3 | -7 | 55*
O=C(COC(=O)C1(c2ccccc2F)CCCC1)NCc1ccc2c(c1)OCO2
    -5 | 2 | 4 | 6.9 | -8 | -1 | 2 | 10
COc1ccc(/C=N\n2nnc3ccccc32)cc1
    -6 | 97* | 3 | 3.9 | -7 | 90* | -2 | -6
Cc1ccc(SCC2=NNC(=O)C2)cc1
    -1 | 20 | -12 | -2.6 | -2 | 6 | 0 | 20
COc1ccc(OCC(=O)N2CCN(C(=O)c3ccc(F)cc3)CC2)cc1
    -7 | -11 | -12 | 0.5 | 5 | -9 | 0 | 10
CCOc1ccc(S(=O)(=O)N2CCN(c3ccccc3)CC2)c2cccnc12
    9 | -2 | 38 | -2.8 | 3 | 0 | 2 | 9
O=C(C[n+]1cc(-c2ccccc2)n2c1CCC2)c1cccs1
    -7 | -29 | 12 | 2.3 | -3 | 3 | 0 | 11
Cc1cc(C)cc(NC(=O)N2c3ccccc3NC(=O)CC2C)c1 (configuration not stated)
    -2 | -14 | -12 | 0.9 | 1 | 2 | 0 | 15
Cc1ccc2sc(-c3ccc(NC(=O)/C=C\C(=O)O)cc3)nc2c1
    -3 | 72* | -20 | -0.2 | 6 | 18 | -10 | -453
CC1CCCCC1NC(=O)NC(=O)COC(=O)c1ccc(OC(F)F)cc1 (configuration not stated)
    1 | -2 | 11 | -1.0 | 3 | -4 | -8 | -2
CCOC(=O)c1c(C)[nH]c(N=Nc2ccccc2)c1C
    -6 | 14 | 23 | 0.8 | -5 | 9 | -6 | 44*
O=C(Cc1ccccc1)N1CCN(C(=O)c2ccc([N+](=O)[O-])cc2)CC1
    0 | -5 | -15 | 0.7 | 14 | -1 | 1 | 1
CN(C)c1cccc(NC2=CC(=[N+]3CCOCC3)CC(C)(C)C2)c1
    -1 | -2 | -4 | -0.5 | -10 | -8 | -2 | 12
CC1=Nc2ccccc2/C1=C\c1nc(-c2ccccc2)oc1O
    5 | -2 | 9 | 6.4 | -11 | -13 | 10* | -55
CCN(CC)Cc1ccccc1Sc1ccccc1
    -2 | nt | 2 | 0.3 | -5 | nt | 0 | -57
CCC(C)NC(=O)CSc1nc2ccccc2c(=O)n1CCCC(=O)NCC1CCCO1 (configuration not stated)
    6 | 2 | 9 | 1.7 | 0 | -6 | -6 | 14
COc1ccc(OCCC(=O)OCC(=O)NC(=O)NC(C)(C)C)cc1
    -3 | 10 | -27 | -0.1 | -2 | 4 | 1 | 24
CCSc1nnc(NC(=O)CSc2nc(C)cc(C)n2)s1
    -6 | -17 | 3 | -3.0 | -3 | 4 | -1 | 19
CCOC(=O)C(C(=O)OCC)C1CS(=O)(=O)CC1C(C(=O)OCC)C(=O)OCC (configuration not stated)
    0 | -12 | -8 | -0.1 | -4 | 0 | -1 | 15
CN(C)C(=O)Oc1cccc([N+](C)(C)C)c1
    -6&-3 | -3&-12 | 4&3 | 0.3&-3.7 | -3&-1 | 0&6 | 0&1 | 0&7
COc1cc(CC(=O)Nc2ccc(N3CCOCC3)cc2)cc(OC)c1OC
    -8 | -16 | 3 | -0.9 | -8 | -2 | 1 | 9
O=C(O)C1Cc2ccccc2CN1S(=O)(=O)c1ccccc1 (configuration not stated)
    -6 | -8 | -10 | -1.3 | -1 | 2 | -1 | 33
CC(=O)N1CSCC1C(=O)NNS(=O)(=O)c1ccccc1 (configuration not stated)
    -6 | -3 | 7 | 1.5 | -5 | 2 | 2 | 31
Cc1ccc(C(=O)N2CCCC(C(=O)c3ccc(Oc4ccccc4)cc3)C2)cn1 (configuration not stated)
    -8 | -4 | -13 | 6.3 | 4 | -6 | -1 | 4
O=C(COC(=O)c1cc[n+]([O-])cc1)Nc1c(Cl)cccc1C(F)(F)F
    5 | 0 | 13 | -1.6 | 1 | 1 | 1 | 6
CN(C)C(=O)C12CCC(C)(C(=O)C1Br)C2(C)C (configuration not stated)
    -1 | 3 | -19 | -1.1 | 2 | 5 | -16 | 17
O=C(/C=C/c1cccs1)N1CCN(c2ccc(F)cc2)CC1
    1 | -44 | -2 | -0.7 | 5 | 7 | -2 | 15
O=C(CSc1nc2c(oc3ccccc32)c(=O)n1CC1CCCO1)NCc1ccccc1 (configuration not stated)
    -3 | -12 | 8 | -2.2 | -9 | -9 | 3 | 3
O=C(Nc1cc(S(=O)(=O)Nc2ccc(Cl)cc2)ccc1O)c1ccc(F)cc1F
    2 | -1 | -23 | 22 | 13 | 8 | 38* | 14
O=[N+]([O-])c1ccc(NCc2ccccc2N2CCC(CO)CC2)nc1
    1 | -18 | -2 | 0.0 | -11 | -3 | 0 | 30
O=C(OCC(=O)N1CCc2ccccc21)c1cc(S(=O)(=O)N2CCOCC2)ccc1F
    -3 | -9 | 0 | -0.1 | 0 | 3 | 0 | -1
Cc1ccc(CN2CCCC(CO)(Cc3ccccc3C)C2)s1 (configuration not stated)
    5 | -26 | -18 | 3.1 | 5 | -9 | -1 | 12
COc1cc(/C=C2\COC/C(=C\c3cc(OC)c(OC)c(OC)c3)C2=O)cc(OC)c1OC
    26 | nt | 11 | 2.4 | 3 | nt | 7 | 0
CC1CCc2c(C(=O)NCCCN3CCOCC3)csc2C1 (configuration not stated)
    -5 | -12 | -3 | 0.8 | -6 | 5 | 1 | 10
CCOc1ccccc1NC(=O)C(c1ccccc1)N1CCN(CC(=O)N2CCOCC2)CC1 (configuration not stated)
    2 | -24 | -1 | -3.3 | -8 | -8 | 1 | 16
COc1ccccc1/C=N/NC(=O)c1ccc(Br)cc1
    -6 | 8 | 36 | 3.6 | -10 | 6 | 2 | -3
Cc1cc(N2CC34C=CC(O3)C(C(=O)O)C4C2=O)no1 (configuration not stated)
    -4 | 0 | 0 | -1.2 | 10 | -4 | -5 | 22
COc1ccc(C)cc1NC(=O)N1CCCc2ccccc21
    -8 | -8 | 0 | 1.4 | 23 | -3 | 0 | 9
CCOC(=O)CSc1nnc(NC(=O)C2CC(=O)N(c3ccc(F)cc3)C2)s1 (configuration not stated)
    0 | -2 | -3 | -1.0 | -12 | -7 | 5 | 1

Of the compounds above, 11 contain fluorine.
Order of results: HKDC1 inh | SENP6 inh | PfG6PD inh | MPTP inh | ATG4B inhibitor | SENP7 inh | NR3A LBD binder | SENP8 block
O=C(CN1C(=O)NC2(CCCC2)C1=O)Nc1ccc(F)cc1
    -2 | -3 | -8 | 1.2 | -2 | -1 | -2 | 10
Cc1cccc(CN2CCN(Cc3cnn(-c4ccccc4F)c3)CC2CCO)n1 (configuration not stated)
    -3 | -14 | -12 | 1.3 | -3 | 5 | 0 | -2
CC(=O)N1c2ccc(S(=O)(=O)N3CCC(C(=O)Nc4ccc(F)cc4)CC3)cc2CC1C (configuration not stated)
    0 | 3 | 1 | -0.9 | 1 | 11 | -3 | -2
O=C(COC(=O)C1(c2ccccc2F)CCCC1)NCc1ccc2c(c1)OCO2
    -5 | 2 | 4 | 6.9 | -8 | -1 | 2 | 10
COc1ccc(OCC(=O)N2CCN(C(=O)c3ccc(F)cc3)CC2)cc1
    -7 | -11 | -12 | 0.5 | 5 | -9 | 0 | 10
CC1CCCCC1NC(=O)NC(=O)COC(=O)c1ccc(OC(F)F)cc1 (configuration not stated)
    1 | -2 | 11 | -1.0 | 3 | -4 | -8 | -2
O=C(COC(=O)c1cc[n+]([O-])cc1)Nc1c(Cl)cccc1C(F)(F)F
    5 | 0 | 13 | -1.6 | 1 | 1 | 1 | 6
O=C(/C=C/c1cccs1)N1CCN(c2ccc(F)cc2)CC1
    1 | -44 | -2 | -0.7 | 5 | 7 | -2 | 15
O=C(Nc1cc(S(=O)(=O)Nc2ccc(Cl)cc2)ccc1O)c1ccc(F)cc1F
    2 | -1 | -23 | 22 | 13 | 8 | 38* | 14
O=C(OCC(=O)N1CCc2ccccc21)c1cc(S(=O)(=O)N2CCOCC2)ccc1F
    -3 | -9 | 0 | -0.1 | 0 | 3 | 0 | -1
CCOC(=O)CSc1nnc(NC(=O)C2CC(=O)N(c3ccc(F)cc3)C2)s1 (configuration not stated)
    0 | -2 | -3 | -1.0 | -12 | -7 | 5 | 1
